# HIF activator – HIF pathway transcriptional activation. U2OS HRE-luciferase reporter, luminescence; normalized: DMSO 0%, desferrioxamine 100%. activation, % at 7.5 µM (by protocol). 300,000 tested, 0.32% active. AID 1910;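 active = mean activation of at least 10% of the iron chelator positive control signal, with at least half of replicates also reaching 10%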
# SKKanGAS inh – blocks kanamycin growth of S. pyogenes SKKanGAS strain; AID 1662; 300,000 tested, 1.3% active; inhibition, % at 7.5 µM; BacTiter-Glo, 6 h;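 active = mean replicate score, as percent of positive control median, at least 50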;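 also: strain carries kanamycin resistance gene driven by streptokinase promoter and grows in 40 µg/ml kanamycin; loss of luminescence reflects streptokinase promoter inhibition or plain growth inhibition; 0% = median of DMSO wells and 100% = positive control at its reference dose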
# TRPC4 block – TRPC4 (mouse) channel inhibition. Q9QUQ5. HEK293 TRPC4beta/mu-opioid, DAMGO-evoked Fluo4 calcium flux; hits give low values. B-score at 10 µM. 300,000 tested, 0.39% active. AID 2247;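 active = B-score over 3 SD under the library average, no early fluorescence shift, positive overall ratio signal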
# Target sequence (Q9QUQ5 whole entry, looked up): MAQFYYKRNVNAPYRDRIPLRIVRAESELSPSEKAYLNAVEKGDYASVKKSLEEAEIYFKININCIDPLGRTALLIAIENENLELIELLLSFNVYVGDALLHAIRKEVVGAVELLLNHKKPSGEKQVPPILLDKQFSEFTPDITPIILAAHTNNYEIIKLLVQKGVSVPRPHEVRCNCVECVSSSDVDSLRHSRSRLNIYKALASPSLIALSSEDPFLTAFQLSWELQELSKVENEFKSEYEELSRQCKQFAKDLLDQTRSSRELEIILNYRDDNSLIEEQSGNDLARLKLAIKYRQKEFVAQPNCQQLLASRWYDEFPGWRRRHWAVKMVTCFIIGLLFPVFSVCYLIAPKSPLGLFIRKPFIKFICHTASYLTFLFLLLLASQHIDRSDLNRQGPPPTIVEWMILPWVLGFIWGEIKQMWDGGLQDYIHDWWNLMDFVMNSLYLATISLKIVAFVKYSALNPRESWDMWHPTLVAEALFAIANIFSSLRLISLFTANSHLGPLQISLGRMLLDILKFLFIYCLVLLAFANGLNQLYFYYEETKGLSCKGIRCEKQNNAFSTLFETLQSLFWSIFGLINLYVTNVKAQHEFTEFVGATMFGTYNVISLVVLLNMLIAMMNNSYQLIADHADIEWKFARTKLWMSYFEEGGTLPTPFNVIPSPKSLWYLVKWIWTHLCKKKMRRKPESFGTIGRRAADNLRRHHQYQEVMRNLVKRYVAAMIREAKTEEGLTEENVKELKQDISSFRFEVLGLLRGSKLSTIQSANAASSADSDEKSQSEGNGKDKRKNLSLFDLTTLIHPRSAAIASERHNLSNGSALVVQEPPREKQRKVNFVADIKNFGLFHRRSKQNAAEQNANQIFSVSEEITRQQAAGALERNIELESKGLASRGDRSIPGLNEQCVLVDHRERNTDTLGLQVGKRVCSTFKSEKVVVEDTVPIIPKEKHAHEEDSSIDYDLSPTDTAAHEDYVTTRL
#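 material = TRPC4beta/mu-opioid receptor HEK293 cell line | probe or stimulus = sequential submaximal and maximal DAMGO stimulation | compound dosing = one concentration per compound | measured by = Fluo4 Ca2+ flux fluorescence | evaluation = integrated fluorescence ratio relative to baseline, converted to per-well B score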
# RGS4 block – human RGS4 inhibition. P49798. HEK293 M3R/RGS4 inducible, Fluo-4 calcium flux; hits give high values; triggered by carbachol at its EC20. B-score at 10 µM. 310,000 tested, 0.45% active. AID 463165;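 active = B-score, a plate-corrected calcium signal, over three deviations above library mean, with baseline fluorescence within five deviations of library mean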;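 also: RGS4 expression induced by doxycycline in cells with stable M3 receptor; B-score is computed from the integrated fluorescence ratio over baseline after carbachol; higher B-score means a larger calcium signal and so more RGS4 inhibition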
# Platelet DG rel – modulates dense granule release in human platelets. human platelet-rich plasma, SFLLRN dense granule ATP release, luminescence. inhibition, %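 (compounds screened at 7.5 µM in platelet-rich plasma)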. 300,000 tested, 0.22% active. AID 1663;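 active = mean replicate score, as percent of positive control, at or above 50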
# MrgX1 agonist – human MrgX1 receptor agonism, primary screen; Q96LB2; MrgX1-HEK293 cells, Fluo-4 calcium fluorescence, agonist mode; hits give high values; B-score at 10 µM; 310,000 tested, 0.44% active;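 active = calcium response B-score plate-corrected fluorescence ratio at least 3 library SD, with starting fluorescence B-score inside 5 SD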
#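 times = overnight plating, then 30 min 37 °C plus 30 min room-temperature dye loading | assay system = stable human MrgX1 HEK293 cell line | input = fifteen thousand cells per well | signal = kinetic calcium dye fluorescence, Fluo-4 NW | dosing = compound delivered in addition one of three | read-out = B-scored fluorescence response ratio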
# TRPC6 act – activators of mouse TRPC6 channel; B-score at 10 µM; AID 2550; 310,000 tested, 0.13% active; HEK293-TRPC6 membrane potential dye fluorescence; hits give high values; Q61143;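 active = B-score of the integrated fluorescence ratio above library mean plus 3 SD, and starting fluorescence ratio within library mean plus 5 SD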;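 also: higher score means more depolarization so channel activation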
# RGS4 act – RGS4 potentiation or activation. HEK293 M3R/inducible RGS4, carbachol calcium flux Fluo4; hits give low values. B-score at 10 µM. 310,000 tested, 0.92% active. AID 463111;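 active = B-score of the integrated calcium signal more than 4 SD below the library mean, with starting fluorescence not abnormally high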;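 also: negative B-score means reduced calcium response which marks RGS4 activation or potentiation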
#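 System: HEK293 FlpIn-TREx cells, stable M3R, doxycycline-inducible RGS4. Timing: overnight RGS4 induction, 30 min dye load 37 °C, 20 min compound RT. Also added: carbachol, ECmax concentration. Measured by: Fluo4 fluorescence kinetic imaging of calcium. Evaluation: integrated calcium ratio converted to B score.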
# MrgX1 PAM – human MrgX1 positive allosteric modulation, primary screen | B-score at 10 µM | Q96LB2 | MrgX1-HEK293, Fluo-4 calcium flux, FDSS; hits give high values | 310,000 tested, 0.63% active;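 active = plate-corrected calcium response at least 3 library SD above typical, normal starting fluorescence, not activating the receptor alone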;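 also: compound read alongside a low EC10 to EC30 dose of BAM8-22 agonist; peak minus trough fluorescence over baseline measured at the second addition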
# MrgX1 antagonist – blocks BAM8-22 activation of human MrgX1 receptor. Q96LB2. MRGX1-HEK293 calcium flux, Fluo-4, BAM8-22 antagonism; hits give low values. B-score at 10 µM. 310,000 tested, 1.3% active. AID 588676;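 active = calcium-response B-score plate-corrected more than 3 library SD below zero, starting fluorescence within 5 deviations, no agonist response on first addition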;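 also: peak minus trough fluorescence over baseline after final BAM8-22 challenge near maximal dose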
# TRPC6 inhibitor – inhibitors of mouse TRPC6 channel | B-score at 10 µM | 310,000 tested, 1.1% active | HEK293-TRPC6, membrane potential dye, ACh-evoked depolarization; hits give low values | Q61143 | AID 2553;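 active = B-score under library mean minus 3 SD, initial fluorescence not abnormally high, positive integrated signal ratio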;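 also: B-score derived from integrated fluorescence ratio over the kinetic read; more negative B-score means stronger inhibition of depolarization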
# An asterisk follows results filed as active; i = inactive; nt = no result given.
SMILES,HIF activator,SKKanGAS inh,TRPC4 block,RGS4 block,Platelet DG rel,MrgX1 agonist,TRPC6 act,RGS4 act,MrgX1 PAM,MrgX1 antagonist,TRPC6 inhibitor
COc1cccc(C(=O)Nc2nc3c(s2)CN(C)CC3)c1,2.7,3,i,i,5,i,i,i,i,i,i
O=C(Nc1ccc(Cc2ccncc2)cc1)c1cc([N+](=O)[O-])ccc1N1CCOCC1,-0.8,6,i,i,-3,i,i,i,i,i,i
Cc1cc2cc(C(c3nnnn3Cc3ccco3)N3CCCCC3)c(=O)[nH]c2cc1C (centres undefined),0.2,-7,i,i,-5,i,i,i,i,i,i
Cc1ccccc1CNC(=O)c1ccccc1C,-0.7,1,i,i,-2,i,i,i,i,i,i
CCN1C(=O)S/C(=C/c2ccc(Sc3nc4ccccc4[nH]3)o2)C1=O,-0.8,-9,i,i,-31,i,i,i,i,i,i
CCSc1ncnc2sc(C)c(C)c12,nt,-24,i,i,-3,i,i,i,i,i,i
Cn1cc(/C=C(\C#N)C(=O)Nc2ncc(Cc3cccc(Cl)c3)s2)c2ccccc21,-0.4,9,i,i,-7,i,i,i,i,i,i
COc1ccc(C(OCC(O)CNC(C)c2ccccc2)c2ccc(OC)cc2)cc1 (centres undefined),1.0,-11,i,i,6,i,i,i,i,i,i
Cc1ccc(C)c(NC(=S)NCCc2ccc(F)cc2)c1,-0.2,2,i,i,-6,i,i,i,i,i,i
CCOc1ccc(NC(=O)CC2C(=O)N(c3ccc(OC)c(Cl)c3)C(=S)N2C2CC2)cc1 (centres undefined),-0.4,11,i,i,12,i,i,i,i,i,i
O=C(O)CCCCCNS(=O)(=O)c1c(Cl)cccc1Cl,-0.2,-3,i,i,-4,i,i,i,i,i,i
CCOc1ccc(NCc2cc3c(C(C)(C)C)nn(-c4ccccc4)c3[nH]c2=O)cc1,0.1,-7,i,i,-3,i,i,i,i,i,i
Cc1ccc(CCNC(=O)CCSCc2ccc(Cl)cc2)cc1,-0.2,-2,i,i,-8,i,i,i,i,i,i
CN1C(C(=O)NCc2cccc(C(F)(F)F)c2)CC2Cn3c(nc4cc5ccccc5cc43)C21 (centres undefined),-0.1,17,i,i,-10,i,i,i,i,i,i
CCCCNC(=O)c1ccccc1NC(=O)CCSc1ccccc1,-0.1,5,i,i,3,i,i,i,i,i,i
CCOC(=O)CCn1c2nc(C)cc(C)c2c(=O)n1-c1ccccc1,1.4,-1,i,i,11,i,i,i,i,i,i
CCN1CCN(C(=O)C2CCC(CNS(=O)(=O)c3ccc(NC(C)=O)cc3)CC2)CC1 (centres undefined),-0.4,-12,i,i,-7,i,i,i,i,i,i
CCOc1ccc(NS(=O)(=O)c2ccc(C(=O)N3CCCCCC3)cc2)cc1,0.1,8,i,i,2,i,i,i,i,i,i
O=C(Nc1nonc1-c1ccc(Cl)cc1)c1ccccc1,-0.5,-2,i,i,8,i,i,i,i,i,i
COc1ccc(NC(=O)CCN2CCN(S(=O)(=O)c3ccc(Br)cc3)CC2)cc1,-0.3,29,i,i,1,i,i,i,i,i,i
COC(=O)c1nc(-n2nc(C)cc2C)ccc1Cl,0.0,-5,i,i,-5,i,i,i,i,i,i
Cc1cccc(Cn2c(N(C)CCO)nc3c2c(=O)[nH]c(=O)n3C)c1,-0.3,3,i,i,-3,i,i,i,i,i,i
CSCc1ccc(C(=O)N2CCCC(Nc3ccc(F)cc3)C2)o1 (centres undefined),0.8,14,i,i,16,i,i,i,i,i,i
O=C(COC(=O)COc1ccccc1)NCc1ccco1,0.1,6,i,i,-9,i,i,i,i,i,i
COc1ccc(-c2noc(-c3ccccc3C(=O)NCc3ccco3)n2)cc1OC,-5.9,-1,i,i,-8,i,i,i,i,i,i
COC(=O)CN(C#N)c1nc(SC)nc(N(C)C)n1,0.3,2,i,i,0,i,i,i,i,i,i
COc1ccc(CN2CCNC(=O)C2CC(=O)N2CCCO2)c(OC)c1 (centres undefined),-0.5,7,i,i,6,i,i,i,i,i,i
COc1ccc(S(=O)(=O)CCC(=O)N2CCN(c3cccc(Cl)c3)CC2)cc1,-0.3,-5,i,i,-1,i,i,i,i,i,i
Cc1cc(C)n(CC(C)NC(=O)CCc2nnc(CCc3ccccc3)o2)n1 (centres undefined),0.2,-1,i,i,-2,i,i,i,i,i,i
COc1ccc(OC)c(NC(=O)CSc2ncccc2C(=O)O)c1,0.7,9,i,i,0,i,i,i,i,i,i

# The last 2 records of the section before come first, to join the parts:
SMILES,HIF activator,SKKanGAS inh,TRPC4 block,RGS4 block,Platelet DG rel,MrgX1 agonist,TRPC6 act,RGS4 act,MrgX1 PAM,MrgX1 antagonist,TRPC6 inhibitor
Cc1cc(C)n(CC(C)NC(=O)CCc2nnc(CCc3ccccc3)o2)n1 (centres undefined),0.2,-1,i,i,-2,i,i,i,i,i,i
COc1ccc(OC)c(NC(=O)CSc2ncccc2C(=O)O)c1,0.7,9,i,i,0,i,i,i,i,i,i
CCOCCCN(C(=O)CNC(=O)c1ccco1)C(C(=O)NC1CCCC1)c1ccccc1C (centres undefined),-1.0,-1,i,i,0,i,i,i,i,i,i
CCOc1ccc(C2CC(c3ccc(F)cc3)Nc3nc(N)nn32)cc1 (centres undefined),-0.2,8,i,i,-12,i,i,i,i,i,i
CC(=O)Nc1ccc(S(=O)(=O)N2CCSC2c2ccccc2)cc1 (centres undefined),-0.1,1,i,i,-2,i,i,i,i,i,i
COc1ccc(N(C)S(=O)(=O)c2c(C)[nH]c(=O)[nH]c2=O)c(OC)c1,0.3,5,i,i,-4,i,i,i,i,i,i
Cc1nn(-c2ccccc2)c2sc(C(=O)NNC(=O)COc3cccc4ccccc34)cc12,0.0,-3,i,i,-2,i,i,i,i,i,i
N#CC(C#N)=C1CCc2ccccc2N1,0.2,-4,i,i,-2,i,i,i,i,i,i
CCNS(=O)(=O)c1ccc(CCC(=O)NCc2cccnc2)cc1,2.3,6,i,i,7,i,i,i,i,i,i
Cc1ccccc1N/C(SCc1cccc(Br)c1)=C(/C#N)C(N)=O,-0.2,-8,i,i,36,i,i,i,i,i,i
Cc1cc(C(=O)OCC(=O)Nc2ccc(S(N)(=O)=O)cc2)c2ccccc2n1,-0.4,-3,i,i,3,i,i,i,i,i,i
CSc1ccc(NC(=O)Nc2cccn(Cc3ccccc3)c2=O)cc1,-0.2,9,i,i,3,i,i,i,i,i,i
CSCc1ccc(C(=O)Nc2cc(C)cc(C)c2)cc1,4.8,-2,i,i,11,i,i,i,i,i,i
Cc1ccc(OCc2cc(C(=O)N3CCN(CC(=O)NC(C)C)CC3)no2)cn1,0.5,2,i,i,-8,i,i,i,i,i,i
CC1CCN(CCOCCOc2ccccc2-c2ccccc2)CC1,-0.2,-1,-6*,i,-1,i,i,i,i,i,i
Nn1c(SCC(=O)Nc2c(F)cc(F)cc2Br)nnc1C1CCCCC1,0.2,-2,i,i,0,i,i,i,i,i,i
CCCOc1ccc(CCC(=O)N/N=C/c2ccncc2)cc1,0.0,-24,i,i,16,i,i,i,i,i,i
Cc1cc2cc(CCNC(=O)c3ccc(S(=O)(=O)N4CCOCC4)cc3)c(=O)[nH]c2cc1C,-0.2,3,i,i,1,i,i,i,i,i,i
COc1ccc(NC(=S)N(CCCN2CCCCC2)Cc2cccs2)cc1,0.5,-3,i,i,-14,i,i,i,i,i,i
Cc1ccc(-c2nnc(NCc3ccccc3)c3ccccc23)cc1,0.7,13,i,i,6,i,i,i,i,i,i
CCCc1ccc(OCCNC(=O)C2CCCCC2)cc1,-0.3,7,i,i,1,i,i,i,i,i,i
Cc1cccc(CN2C(=O)N/C(=C/c3cc(C)n(-c4ccccn4)c3C)C2=O)c1,0.6,8,i,i,22,i,i,i,i,i,i
COc1ccc(N2CCN(c3ccc(N4C(=O)COCC4=O)cc3[N+](=O)[O-])CC2)cc1,-0.2,4,i,i,0,i,i,i,i,i,i
NCCSC1CC(=O)N(c2ccc(F)cc2)C1=O (centres undefined),-10,0,i,i,-1,i,i,i,i,i,i
CCOc1ccc(-c2nnc3sc(COc4ccc(Cl)cc4)nn23)cc1,nt,nt,i,i,nt,i,i,i,i,i,i
Fc1ccc(NC(=S)NCc2ccccn2)cc1,0.5,4,i,i,-9,i,i,i,i,i,i
O=C(Nc1ccc(O)cc1)c1ccc(C(=O)c2ccccc2)o1,-1.8,-10,i,i,-4,i,i,i,i,i,i

# 10 of the compounds above, with bars between the fields:
canonical_smiles | HIF activator | SKKanGAS inh | TRPC4 block | RGS4 block | Platelet DG rel | MrgX1 agonist | TRPC6 act | RGS4 act | MrgX1 PAM | MrgX1 antagonist | TRPC6 inhibitor
CC1CCN(CCOCCOc2ccccc2-c2ccccc2)CC1 | -0.2 | -1 | -6* | i | -1 | i | i | i | i | i | i
Nn1c(SCC(=O)Nc2c(F)cc(F)cc2Br)nnc1C1CCCCC1 | 0.2 | -2 | i | i | 0 | i | i | i | i | i | i
CCCOc1ccc(CCC(=O)N/N=C/c2ccncc2)cc1 | 0.0 | -24 | i | i | 16 | i | i | i | i | i | i
Cc1cc2cc(CCNC(=O)c3ccc(S(=O)(=O)N4CCOCC4)cc3)c(=O)[nH]c2cc1C | -0.2 | 3 | i | i | 1 | i | i | i | i | i | i
COc1ccc(NC(=S)N(CCCN2CCCCC2)Cc2cccs2)cc1 | 0.5 | -3 | i | i | -14 | i | i | i | i | i | i
Cc1ccc(-c2nnc(NCc3ccccc3)c3ccccc23)cc1 | 0.7 | 13 | i | i | 6 | i | i | i | i | i | i
CCCc1ccc(OCCNC(=O)C2CCCCC2)cc1 | -0.3 | 7 | i | i | 1 | i | i | i | i | i | i
Cc1cccc(CN2C(=O)N/C(=C/c3cc(C)n(-c4ccccn4)c3C)C2=O)c1 | 0.6 | 8 | i | i | 22 | i | i | i | i | i | i
COc1ccc(N2CCN(c3ccc(N4C(=O)COCC4=O)cc3[N+](=O)[O-])CC2)cc1 | -0.2 | 4 | i | i | 0 | i | i | i | i | i | i
NCCSC1CC(=O)N(c2ccc(F)cc2)C1=O (centres undefined) | -10 | 0 | i | i | -1 | i | i | i | i | i | i
